Keap1-Nrf2 PPI: disrupts human Keap1 binding to Nrf2 peptide | Keap1 Kelch-Nrf2 peptide fluorescence polarization, 1536-well | inhibition, % at 9.4 µM | Q14145 | AID 504523 | 340,000 compounds, 0.15% hits; in the data active means inhibition above about 12%;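 further: human Keap1 Kelch domain with fluorescein labeled Nrf2 9mer peptide probe; 0% = neutral control wells and 100% = peptide positive control; higher means more block of Keap1 binding to Nrf2 peptide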
Target sequence (Q14145 whole entry, looked up, the tested form may be a part): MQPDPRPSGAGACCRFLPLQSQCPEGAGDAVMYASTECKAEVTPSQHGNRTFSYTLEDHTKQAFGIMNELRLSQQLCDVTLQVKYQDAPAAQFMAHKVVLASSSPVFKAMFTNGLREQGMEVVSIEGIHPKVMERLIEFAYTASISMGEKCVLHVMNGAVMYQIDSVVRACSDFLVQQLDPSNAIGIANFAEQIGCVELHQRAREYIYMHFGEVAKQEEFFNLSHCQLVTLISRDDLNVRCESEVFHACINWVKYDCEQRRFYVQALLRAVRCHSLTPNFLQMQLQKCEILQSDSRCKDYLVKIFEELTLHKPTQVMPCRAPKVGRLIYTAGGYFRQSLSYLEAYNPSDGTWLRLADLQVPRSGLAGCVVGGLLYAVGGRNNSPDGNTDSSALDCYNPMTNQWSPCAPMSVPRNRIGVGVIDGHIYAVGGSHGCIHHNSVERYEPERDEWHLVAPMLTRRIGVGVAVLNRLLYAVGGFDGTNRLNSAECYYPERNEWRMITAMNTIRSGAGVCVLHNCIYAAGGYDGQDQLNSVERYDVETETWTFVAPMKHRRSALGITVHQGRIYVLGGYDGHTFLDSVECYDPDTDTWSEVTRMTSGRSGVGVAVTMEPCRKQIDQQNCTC
cardiac RTF act: cardiac RTF calcium sensitization | P19429+P45379 | IANBD-labeled TnC RTF fluorescence at EC20 calcium; 0% EC20 calcium, 100% full calcium | activation, % at 7.2 µM | 340,000 compounds, 0.24% hits;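 active means activation above the mean over all tested compounds plus 3 SD, cut at about 30% in these data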;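 further: rise in fluorescence read as greater calcium sensitivity of cardiac thin filaments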
V-ATPase pH: yeast V-ATPase proton transport regulation by pHLuorin; S. cerevisiae, pHLuorin cytosolic pH fluorescence; response, % at 10 µM; 350,000 compounds, 0.37% hits; AID 504577; in the data active means response mostly above about 7.3%, no sharp cut-off; inactive means mostly below about 5.4%; further: actives read high; inactives centre near 0; some compounds called inactive have numbers as strong as hits; reference of the scale not given here
HTR5A inv ag: counter-screen for OPRM1-OPRD1 inverse agonists: human HTR5A inverse agonism; P47898; inhibition, % at 9.3 µM; HTR5A cell line, luminescence; AID 504634; 340,000 compounds, 0.083% hits; in the data active means inhibition mostly above about 23%, no sharp cut-off; inactive means mostly below about 18%;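 further: 0% = cells with DMSO and 100% = no-cell wells with DMSO; some compounds called inactive have numbers as strong as hits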
Target sequence (P47898 whole entry, looked up): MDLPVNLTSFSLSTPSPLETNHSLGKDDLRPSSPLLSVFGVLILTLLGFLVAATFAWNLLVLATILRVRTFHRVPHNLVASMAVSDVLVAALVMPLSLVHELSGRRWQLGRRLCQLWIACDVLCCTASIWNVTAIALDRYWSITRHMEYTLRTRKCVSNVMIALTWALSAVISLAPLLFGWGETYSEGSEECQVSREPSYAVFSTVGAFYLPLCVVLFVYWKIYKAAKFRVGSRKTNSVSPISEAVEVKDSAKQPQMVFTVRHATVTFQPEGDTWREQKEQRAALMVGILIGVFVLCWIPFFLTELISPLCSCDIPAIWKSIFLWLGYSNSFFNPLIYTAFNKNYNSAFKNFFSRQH
HTR5A ag: HTR5A agonism, opioid heterodimer counter-screen. P47898. HTR5A agonist assay, luminescence, cell-based. activation, % at 9.3 µM. 340,000 compounds, 0.61% hits; in the data active means activation mostly above about 9.5%, no sharp cut-off; inactive means mostly below about 7.6%;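 further: 0% = cells with vehicle only and 100% = reference agonist; strong numbers were not always called active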
C-LANA FP: KSHV C-LANA DNA binding inhibition. MBP-C-LANA/FAM-LBS DNA binding, fluorescence polarization. inhibition, % at 9 µM. 340,000 compounds, 0.078% hits. AID 504423;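 active means highest replicate inhibition at or above 60% at 9 µM, even if other replicates fall short; inactive means all replicates below 60% inhibition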;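 further: 0% = neutral control wells and 100% = 4 µM acridine orange control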
OPRM1-OPRD1 ag: OPRM1-OPRD1 heterodimerization agonism; cells, luminescence; activation, % at 9.3 µM; 340,000 compounds, 0.3% hits; in the data active means activation above about 18%;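 further: 0% = vehicle-treated cells and 100% = reference agonist; values of inactives mirror those of a sister screen read the other way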
CAL PDZ FP: blocks peptide binding to the human CAL PDZ domain; purified CAL PDZ, TMR-peptide fluorescence polarization, 1 h; inhibition, % at 24.9 µM; AID 602252; 300,000 compounds, 0.92% hits; Q9HD26;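 active means mean inhibition of at least 30% with at least half of replicates also reaching 30%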;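 further: 0% = DMSO neutral control and 100% = excess unlabeled competitor peptide PRC23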
RTF Ca sens inh: cardiac RTF calcium desensitization; P19429+P45379; IANBD-labeled cardiac RTF, Ca2+ fluorescence; inhibition, % at 7.15 µM; 340,000 compounds, 0.12% hits;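 active means inhibition above the mean inhibition of all tested compounds plus 3 SD, cut at about 17% in these data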;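 further: assay run at fixed EC70 calcium of 1.6 mM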
MOR-DOR inv ag: inverse agonists of human mu-delta opioid receptor heterodimerization | P35372+P41143 | cell-based MOR-DOR heterodimer luminescence, inverse agonism | inhibition, % at 9.3 µM | 340,000 compounds, 0.21% hits; in the data active means inhibition above about 22%, passing the limit was not always enough;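 further: 0% = cells with DMSO and 100% = wells without cells with DMSO; values of inactives mirror those of a sister screen read the other way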
Active calls of the source: *; i = inactive; . = no result given.

SMILES	Keap1-Nrf2 PPI	cardiac RTF act	V-ATPase pH	HTR5A inv ag	HTR5A ag	C-LANA FP	OPRM1-OPRD1 ag	CAL PDZ FP	RTF Ca sens inh	MOR-DOR inv ag
CN1C(C(=O)Nc2ccc(OC(F)(F)F)cc2)=CC(c2ccc3c(c2)OCO3)=NS1(=O)=O	1	3	1	8	-3	-0.1	3.2	7	4	-17
CCC(CC)C(=O)c1c[nH]c(C(=O)NCCCN2CCOCC2)c1	1	-1	-3	0	0	0.1	-1.6	-2	-5	8
CCN1CCCc2cc(CN(CCN3CCOCC3)C(=S)Nc3ccccc3C)ccc21	-2	5	2	-22	7	-1.1	-1.7	17	-7	9
Cc1cc(C)n(-c2cccc3cccnc23)n1	4	-1	2	1	-1	-1.6	-0.1	-12	-4	1
Cc1cnc(CN(C)Cc2c(C(=O)N3CCc4ccccc4C3)nc3ccc(Cl)cn23)[nH]1	3	-1	1	8	1	-0.8	10	4	-21	-49
Cc1ccc(C)c(OCC(=O)Nc2ccc(S(=O)(=O)Nc3onc(C)c3C)cc2)c1	2	-1	1	3	-1	-0.8	-0.6	-2	-7	5
CSc1ccc(N2C(=O)NC3(CCCCC3)C2=O)cc1	0	2	-1	-44	2	-0.7	-1.3	-1	-4	7
COc1cc(S(=O)(=O)N2CCN(C)CC2)c(OC)cc1Cl	3	0	-7	-20	11	-0.8	0.2	-3	0	-1
O=C(Nc1ccon1)C12CC3CC(C1)CC(n1cnc([N+](=O)[O-])n1)(C3)C2	-5	-3	-6	1	6	0.0	0.9	-1	-1	-5
O=C(NC1CCCCC1)N1CCN(c2ccc([N+](=O)[O-])cc2)CC1	-4	-5	3	23	2	-1.3	-4.7	0	-2	15
Cc1c(C(=O)N2CCN(C(=O)c3ccccc3)CC2)oc2ccc(F)cc12	-2	-6	4	-7	-1	-2.0	-3.2	-2	-1	13
N#CC1=C(N)NC(SCc2ccccc2)=C(C#N)C12CCCC2	0	11	-4	-6	3	1.2	-0.3	6	3	2
Cc1[nH]c2ccccc2c1C(=O)C(C)OC(=O)C1CCC1 (configuration not stated)	2	-5	-4	19	6	-0.8	0.0	-2	-10	0
Cc1ccccc1NC(=O)CCCN1C(=O)C2CC=CCC2C1=O (configuration not stated)	-1	2	-3	3	3	-1.3	-2.2	1	-9	12
Cc1ccc(NC(=O)CCc2ccc(S(=O)(=O)N3CCOCC3)cc2)c(Cl)c1	0	-2	4	6	-3	0.7	2.5	-1	-8	-10
COCCN(CCOC)c1cc(C)c(C#N)c2nc3ccccc3n12	-4	-1	5	20	-1	0.0	-1.2	.	-2	5
O=c1nc2n(c3sc4c(c13)CCCC4)C(CBr)CS2 (configuration not stated)	-10	-2	0	-3	1	0.6	-1.6	7	-5	10
CC(C)CC1Nc2ncnc(N3CCOCC3)c2N(Cc2ccccc2)C1=O (configuration not stated)	4	1	-1	6	5	1.4	-0.2	0	-14	1
CCN(C(=O)COC(=O)c1cccnc1Nc1cccc(C(F)(F)F)c1)C1CCS(=O)(=O)C1 (configuration not stated)	2	4	-5	-6	2	1.5	5.5	0	6	-29
COc1ccc(NC(=O)CN2CCC(C(=O)c3ccc(F)cc3)CC2)c(OC)c1	-5	-7	6	-9	3	0.5	1.0	0	0	-8
CC(Oc1ccc(Cl)cc1Cl)C(=O)Nc1cccc(O)c1 (configuration not stated)	6	-5	-2	-8	3	-1.4	-2.0	6	2	10
Cc1cn2c(=O)c(C(=O)N3CCN(c4ccccc4F)CC3)cnc2s1	-1	1	2	5	1	-1.0	-4.1	-13	-6	20
O=C1NC(SCCCF)=N/C1=C/c1ccc(-n2cncn2)cc1	-1	-5	1	-8	1	1.3	-3.2	0	-13	17
Cc1ccccc1C(=O)OCn1nnc2ccccc2c1=O	-2	4	-1	-43	-1	-0.7	-0.4	3	-8	3
COc1ccccc1C(=O)NC(=O)COC(=O)c1nc(Cl)ccc1Cl	0	2	-1	18	2	0.5	-2.8	-5	-9	15
Cc1cc2[nH]c(=O)c(=O)[nH]c2cc1S(=O)(=O)N1CCN(c2cccc(Cl)c2)CC1	4	11	3	7	-3	8.6	-1.7	.	-2	9
Cc1ccc(C)n1-c1cccc(C(=O)Nc2ccccc2)c1	1	5	0	-14	-5	-0.6	-2.8	.	-3	14
COc1ccc(N2C(=O)CCC(C(=O)O)C2c2ccc(F)cc2)cc1 (configuration not stated)	1	4	4	-23	16*	-1.0	-1.7	-4	-3	9
CCCc1nc(NCc2ccccn2)c2nnn(Cc3ccccc3F)c2n1	5	-3	.	-41	8	0.7	4.6	0	4	-28
CC(C)c1cc(N2CCOCC2)n2ncc(-c3ccccc3)c2n1	-7	-9	-1	22	-6	-1.6	0.1	-5	2	0
O=C(C(=O)N1CCN(c2cccc(Cl)c2)CC1)c1c[nH]c2ccccc12	-6	0	-4	12	-5	-0.3	5.5	-4	-18	-36
O=C(NC1CCCC1)c1ccc(CSc2nc3ccncc3n2Cc2ccc(F)cc2)cc1	0	1	1	-6	1	-1.0	1.0	.	0	-6
O=C(OC(C(=O)NC1CCCC1)c1ccccc1F)c1ccco1 (configuration not stated)	-1	1	0	-11	-2	2.5	-0.5	-2	-3	3
CSc1ccc(C(=O)NCC(c2ccco2)N(C)C)cc1[N+](=O)[O-] (configuration not stated)	-2	-6	-3	-17	6	0.5	251*	0	8	i
COc1ccc(CC2(CO)CCN(Cc3ccc4nsnc4c3)CC2)cc1	6	-5	-1	-7	2	-0.5	-2.7	-8	-2	14
CCN(CC(=O)NCc1ccncc1)S(=O)(=O)c1ccccc1	3	-3	2	-9	6	0.4	-0.2	-3	-7	2
COc1cc(/C=C(\NC(C)=O)C(=O)Nc2cccc(O)c2)ccc1OC(C)=O	-3	2	3	-9	2	-2.3	0.0	-2	-2	0
c1ccc(-c2ccncn2)cc1	-1	0	1	18	-5	2.4	-3.1	0	-2	16
CC(C)Cn1c(N)c(C(=O)COC(=O)CCc2nc3ccccc3c(=O)[nH]2)c(=O)n(C)c1=O	-9	-4	6	-10	5	1.9	-1.4	-2	-10	5
O=C(C1CC1)N1CCc2cc(Br)cc(S(=O)(=O)NCCCN3CCCCC3)c21	-6	8	2	19	3	-0.7	-1.3	-3	-36	8
Cc1cccc(C)c1NC(=O)CSc1nc(-c2ccco2)cc(C(F)(F)F)n1	-1	4	-1	-36	3	3.1	0.6	-2	-14	-4
Cc1ccc(C(=O)Oc2cccc(NC(=O)c3ccccc3)c2)cc1C	-7	3	-2	1	0	0.4	3.0	1	9	-16
COc1ccc(NC(=O)c2sc3ncn(CC(=O)N4CCCCC4)c(=O)c3c2C)cc1OC	-5	1	3	-4	0	1.2	-1.5	3	-9	8
Cc1ccc(-n2c(=S)[nH]c3sc4c(c3c2=O)CCC4)cc1	-10	6	-1	7	-3	-0.7	-2.4	0	-14	14
Cn1c(=O)c2c(nc(N3CCc4ccccc4C3)n2Cc2ccc(Br)cc2)n(C)c1=O	-2	3	-2	-4	1	0.7	-1.2	-7	-3	7
COc1ccccc1OCc1ccc(C(=O)N(C)c2ccccc2)o1	0	0	2	-10	3	1.9	0.1	-3	-8	0
CN(C)S(=O)(=O)c1ccc(C(=O)OCC(=O)c2csc(N3CCCCC3)n2)cc1	-2	4	-4	9	-1	1.1	-0.4	4	-6	1
O=C(CCc1nc2ccccc2[nH]1)NCc1ccc2c(c1)OCO2	2	4	0	9	-2	1.1	-0.1	-1	-12	0
Cc1nc(S(=O)(=O)NC2CCCCC2)c(C#N)c(C)c1Cl	-2	0	7	-7	6	0.4	-1.9	-1	-2	10
COC(=O)C1(Cc2cc(-c3ccc(OC)cc3OC)no2)CCN(C(=O)OC(C)(C)C)CC1	3	-4	2	-13	5	0.9	2.0	0	-18	-11
CCC(CO)Oc1cc(NC(=O)c2cccc(F)c2)c2ncn(C(C)C)c2c1 (configuration not stated)	-2	4	1	-20	7	-0.7	-1.2	-4	13	7
O=C(Nc1ccc(S(=O)(=O)Nc2nccs2)cc1)c1ccc(=O)[nH]c1	1	3	5	-4	1	0.7	0.3	-6	-2	-2
O=C(Nc1ccc(Cl)cc1)c1ccc2nsnc2c1	-2	-3	-1	4	-2	-1.7	2.1	-1	-2	-10
Cc1ccc(NC(=O)C(OC(=O)c2cnc(C)cn2)c2ccccc2)c([N+](=O)[O-])c1 (configuration not stated)	-4	1	-1	29	8	-3.7	2.5	-2	-5	-14
COc1ccccc1NC(=O)c1ccc2nc(N3C(=O)CCC3=O)sc2c1	-6	3	3	-21	2	0.0	-2.6	-6	5	13
CCOc1ccc(C2Nc3ccc4ccccc4c3-c3c2c(=O)oc2ccccc32)cc1 (configuration not stated)	-3	0	-2	-13	4	0.0	-0.7	-1	-4	4
O=C(O)C1CCCCC1C(=O)NCCCN1CCOCC1 (configuration not stated)	1	0	-3	-49	18	3.4	-2.6	1	-66	15
Cc1c(CC(=O)NCCC(=O)O)c(=O)oc2cc3oc4c(c3cc12)CCCC4	-5	-5	-4	-8	2	-0.9	-1.1	-9	2	6
CCCCC(=O)Nc1ccc2c(c1)nc1n2CCOC1	-1	4	0	-25	5	-1.0	-2.6	-1	-3	14
CCOC(=O)N1CCC(c2[nH][nH]c(=O)c2C)CC1	3	11	-4	-2	3	3.7	-1.4	-4	-11	8

(cont.)
SMILES	Keap1-Nrf2 PPI	cardiac RTF act	V-ATPase pH	HTR5A inv ag	HTR5A ag	C-LANA FP	OPRM1-OPRD1 ag	CAL PDZ FP	RTF Ca sens inh	MOR-DOR inv ag
Cc1cc(NC(=O)c2cccc(S(=O)(=O)N3CCCCC3)c2)no1	1	-7	4	-14	-2	-1.2	-2.3	-4	-1	12
O=C(O)c1cc(NC(=O)C2CCCO2)cc(C(=O)O)c1 (configuration not stated)	2	-1	6	19	-5	-1.0	-0.1	-4	-4	0
O=C(NCc1ccc2c(c1)OCO2)C(=O)Nc1ccccc1	2	2	-1	4	-2	-0.4	-0.8	-3	10	4
COc1cccc(N2CC(O)=C(c3nc4ccccc4s3)C2=N)c1	0	-5	2	-4	2	-1.3	-1.6	-1	-4	12
CNC(=S)Nc1cccc(C(=O)O)c1	-6	-4	1	6	0	-1.1	-1.9	.	-13	10
COc1ccc(NC(=O)c2cnn(-c3ccccc3)c2C)cc1	-6	-8	-2	-1	0	-0.8	-0.8	-2	2	4
COc1cc(C)ccc1NC(=O)Cc1csc(NC(=O)Nc2ccccc2OC)n1	-6	-14	1	6	-2	-0.8	4.5	-4	-16	-23
O=C(C(Cl)Cl)N1CCN(Cc2ccccc2)CC1	-6	14	0	14	0	-0.6	-0.9	-5	-13	5
Cc1ccc(N2C(=O)CC3(CCCC3)CC2=O)cc1	-7	7	2	-10	4	3.2	-2.1	-1	-1	10
C=CCOc1ccc(CNc2nccs2)cc1OCC	1	-4	6	-7	2	0.0	2.8	-3	-13	-15

Some of these compounds in order of length of the SMILES, smallest number first:
SMILES	Keap1-Nrf2 PPI	cardiac RTF act	V-ATPase pH	HTR5A inv ag	HTR5A ag	C-LANA FP	OPRM1-OPRD1 ag	CAL PDZ FP	RTF Ca sens inh	MOR-DOR inv ag
O=C(C(Cl)Cl)N1CCN(Cc2ccccc2)CC1	-6	14	0	14	0	-0.6	-0.9	-5	-13	5
O=C(O)c1cc(NC(=O)C2CCCO2)cc(C(=O)O)c1 (configuration not stated)	2	-1	6	19	-5	-1.0	-0.1	-4	-4	0
COc1cccc(N2CC(O)=C(c3nc4ccccc4s3)C2=N)c1	0	-5	2	-4	2	-1.3	-1.6	-1	-4	12

Source: PubChem BioAssay
